Compound activity as filed in PubChem BioAssay.
PME-1 primary: blocks human protein phosphatase methylesterase 1 | Q9Y570 | recombinant PME-1, FP-Rh probe fluorescence polarization | inhibition, % at 5.9 µM | 320,000 tested, 0.53% active | AID 2130;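 active = inhibition above the campaign mean of all compounds plus 3 SD, cut at about 26% in these data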;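 also: competitive labeling of PME-1 active site by serine hydrolase directed probe; 0% = PME-1 with DMSO and 100% = wells lacking PME-1 enzyme; inhibitors block probe labeling so polarization falls and inhibition rises; many of its hits are not listed in these tables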
VLA-4 inh: inhibition in a human VLA-4 binding assay; P13612; VLA-4 expressing cells, ligand binding flow cytometry; inhibition, % (about 7 µM as worked out from the volumes in the protocol); 330,000 tested, 0.2% active; AID 2557; in the data active = inhibition above about 50%
Fam108B inh: counter-screen for RBBP9 inhibitors: inhibitors of mouse Fam108B; recombinant Fam108B, FP-Rh probe fluorescence polarization; inhibition, % at 9.51 µM; 300,000 tested, 0.33% active; AID 1947;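 active = inhibition above the screen mean inhibition plus 3 SD, computed separately per campaign, cut at about 18% in these data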;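 also: inhibitors lower polarization as less probe binds the enzyme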
Efflux pump inh: antifungal efflux pump inhibition, Nile Red retention; S. cerevisiae Candida pump triplex; inhibition, % at 10 µM; 330,000 tested, 0.44% active;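 active = plate passing quality check with inhibition over a set limit, or well fluorescence over plate mean plus 4 SD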;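 also: Nile Red retained in pooled yeast measured as flow cytometry median fluorescence; 0% = buffer negative control and 100% = Enniatin B positive control; higher means more Nile Red kept so more efflux inhibition; some compounds called inactive have numbers as strong as hits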
MEX-5 binding: C. elegans MEX-5 TCR-2 RNA binding activity | MEX-5/FITC-TCR2 RNA binding, fluorescence polarization; hits give low values | 300,000 tested, 0.38% active | activity score (negative = inhibition of binding), % at 10 µM;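 active = inhibition past about -25% in most replicates, and total fluorescence under double the plate's negative control median, limit read from the data; inconclusive = replicates evenly split on the limit, or fluorescence at least double controls; inactive = too little inhibition in most replicates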;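 also: 0% = DMSO and -100% = 5 µM competing unlabeled TCR2 RNA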
Target sequence (Q9XUB2 whole entry, looked up): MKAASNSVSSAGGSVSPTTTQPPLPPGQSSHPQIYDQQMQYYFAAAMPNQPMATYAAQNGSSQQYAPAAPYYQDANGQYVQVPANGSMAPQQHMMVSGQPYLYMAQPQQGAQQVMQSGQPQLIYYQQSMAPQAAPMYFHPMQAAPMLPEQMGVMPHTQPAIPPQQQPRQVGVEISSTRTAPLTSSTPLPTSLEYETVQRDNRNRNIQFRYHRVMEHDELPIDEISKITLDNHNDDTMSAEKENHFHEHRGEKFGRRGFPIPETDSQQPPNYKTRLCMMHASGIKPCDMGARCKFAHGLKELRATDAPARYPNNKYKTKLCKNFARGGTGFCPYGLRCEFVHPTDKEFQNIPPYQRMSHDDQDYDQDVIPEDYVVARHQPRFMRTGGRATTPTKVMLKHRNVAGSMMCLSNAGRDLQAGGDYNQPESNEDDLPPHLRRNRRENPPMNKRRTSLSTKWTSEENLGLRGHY
MCL1-BIM inh: disrupts human MCL1 binding to BIM-BH3 peptide; Q07820; GST-MCL1 / FITC-Bim-BH3 fluorescence polarization; inhibition, % at 10.9 µM; 320,000 tested, 0.68% active;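 active = inhibition above the mean inhibition of all tested compounds plus 3 SD, set per campaign, cut at about 40% in these data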;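 also: 0% = DMSO wells and 100% = unlabeled Bim-BH3 peptide control; higher means more loss of mP so more displacement of Bim peptide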
Bcl-xL primary: blocks human Bcl-xL binding to Bim BH3 peptide | Q07817 | GST-Bcl-xL / FITC-Bim BH3 peptide fluorescence polarization | inhibition, % at 10.9 µM | 320,000 tested, 0.7% active | AID 2129;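 active = inhibition above the mean of all tested compounds plus 3 SD, cutoff set per campaign, cut at about 30% in these data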;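 also: 0% = DMSO wells and 100% = unlabeled Bim-BH3 peptide competitor; inhibitors lower millipolarization by displacing the labeled peptide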
GLD-1 RNA inh: GLD-1-TGE RNA interaction inhibition (C. elegans) | Q17339 | inhibition, % at 5.96 µM | 320,000 tested, 0.44% active | purified GLD-1 + fluorescein TGE RNA, fluorescence polarization | AID 2280;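 active = percent inhibition above a per-plate cutoff, the plate mean of test compounds plus 3 SD, cut at about 30% in these data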;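 also: 0% = DMSO wells with GLD-1 and probe and 100% = wells lacking GLD-1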
Target sequence (Q17339 whole entry, looked up): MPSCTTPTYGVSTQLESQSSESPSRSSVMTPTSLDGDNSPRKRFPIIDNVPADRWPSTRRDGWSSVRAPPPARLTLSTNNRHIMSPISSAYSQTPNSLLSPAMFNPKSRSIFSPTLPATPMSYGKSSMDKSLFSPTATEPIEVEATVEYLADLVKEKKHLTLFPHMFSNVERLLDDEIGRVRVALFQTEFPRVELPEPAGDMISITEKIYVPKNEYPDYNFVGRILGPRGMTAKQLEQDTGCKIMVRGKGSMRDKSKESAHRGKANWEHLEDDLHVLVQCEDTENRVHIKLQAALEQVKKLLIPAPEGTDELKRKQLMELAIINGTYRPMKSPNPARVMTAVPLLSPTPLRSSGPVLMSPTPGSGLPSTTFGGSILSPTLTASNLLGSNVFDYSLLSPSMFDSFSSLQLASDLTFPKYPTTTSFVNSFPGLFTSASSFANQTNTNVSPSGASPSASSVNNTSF
GRK2 inh: blocks RNA aptamer binding to human GRK2. P25098. bead flow cytometry, FAM-aptamer displacement from GRK2. inhibition of aptamer binding, % at 10 µM. 330,000 tested, 0.59% active. AID 488847;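 active = inhibition of aptamer binding above 40%, roughly 3 SD of noise, on plates passing a quality check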;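 also: median bead fluorescence of bound FAM aptamer so fluorescent compounds give negative values; no value below 0 was filed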
An asterisk follows results filed as active; ? = inconclusive; / = no result given. The list is partial. The share of hits here may be higher or lower than overall.

SMILES	PME-1 primary	VLA-4 inh	Fam108B inh	Efflux pump inh	MEX-5 binding	MCL1-BIM inh	Bcl-xL primary	GLD-1 RNA inh	GRK2 inh
O=C(Cc1ccc(Cl)cc1)Nc1ccc2c(c1)C(=O)NC2=O	-14	3	-1	-0.1	1.6	4	2	2	6
CC(=O)c1cccc(NC(=O)CC2SC(N3CCCCC3)=NC2=O)c1 (stereo not drawn)	-4	-24	3	0.0	-1.4	0	1	-5	1
Cc1ccc(Cl)c(OC(=O)C2CSC3(C)CCC(=O)N23)c1 (stereo not drawn)	4	5	0	0.0	-4.4	-3	6	3	3
COCc1c(C(=O)OCC(=O)N2CCCC2=O)oc2ccccc12	-1	21	/	0.0	/	3	4	-1	4
COc1ccc(/C=C2\CCCC3C2=NN(C(=O)c2ccco2)C3c2ccc(OC)c(OC)c2)cc1OC (stereo not drawn)	0	7	-1	0.3	0.0	-2	1	7	7
Nc1ccc2c(c1)ncn2CCCn1cnc2cc(N)ccc21	-1	1	1	-0.1	-16	4	2	3	0
COc1cc(NC(=S)NC(=O)CC(C)C)ccc1NC(=O)c1cc2ccccc2o1	2	-30	2	0.0	0.8	-6	-2	3	0
CCOC(=O)CSc1nc2ccccc2c(=O)[nH]1	-8	14	3	0.1	-1.9	0	6	-4	0
CC1=C(C(=O)OCC2CCCCC2)C(c2cccc(O)c2)NC(=O)N1 (stereo not drawn)	8	-5	-7	0.2	-1.6	1	4	0	0
CC(=O)c1c(O)cc(=O)n(-c2ccccc2)c1-c1ccc(C)cc1	-2	11	-4	0.2	-1.1	-8	-1	-5	0
O=C(COC(=O)C12CC3CC(CC(C3)C1)C2)NCCCc1ccccc1	-5	12	-2	-0.1	1.1	-9	0	3	8
COc1cc(C(=O)N2CCCCCCC2)ccc1OC1CCN(C(C)=O)CC1	9	-3	3	0.1	1.7	-1	0	7	0
FC(F)Oc1ccccc1NC(=S)Nc1cccc(Cl)c1Cl	-1	21	2	0.1	2.1	3	0	0	3
COc1ccc(Cl)cc1NC(=O)CSc1nc(N2CCOCC2)nc(N2CCOCC2)n1	7	21	-1	0.0	-0.4	-3	3	1	0
COc1ccc(/C(C)=N/NC(=O)CNC(=O)c2cccs2)cc1OC	-1	-5	0	0.0	2.4	-6	-2	3	2
CC(C)CC(=O)N1CCN(Cc2ccc(Br)cc2)CC1	-1	-1	1	0.1	-1.0	2	2	14	0
Cc1ccc(C)c(-n2cc(CN3CCN(C(=O)c4ncn[nH]4)CC3)c(-c3ccccc3)n2)c1	0	19	0	-0.1	-0.3	4	1	3	2
CCCC1(C(=O)OC)NC(c2ccco2)C2C(=O)N(C)C(=O)C21 (stereo not drawn)	1	2	-3	0.1	2.4	2	1	-2	2
Cc1cnc(NC(=O)CCCSc2nc3ccccc3s2)s1	-7	4	0	0.1	-8.0	4	3	0	2
c1ccc(-c2cc3c(NCC4COc5ccccc5O4)ncnc3s2)cc1 (stereo not drawn)	-54	12	-36	0.1	0.3	-8	-3	9	0
O=C(Nc1ccc(-n2ccnc2P(=O)(O)c2ccccc2)cc1)c1ccccc1Br	4	7	0	-0.1	-0.9	18	12	3	1
COc1cc(NC(=O)c2c(OC)cccc2OC)ccc1NC(=O)c1cc2ccccc2o1	-4	9	-6	0.2	-0.5	-8	6	1	2
CCOC(=O)C1CCN(C(=O)c2oc3ccc(S(=O)(=O)N4CC(C)CC(C)C4)cc3c2C)CC1 (stereo not drawn)	2	0	1	0.3	1.0	2	5	9	0
O=C1CCCc2nn(-c3ccccc3)nc21	-5	3	0	-0.2	0.4	-3	0	2	0
CCOC(=O)C(C)NC(=O)c1cn(-c2ccc(OC)cc2)c(=O)c2ccccc12 (stereo not drawn)	-9	-18	-6	0.0	0.0	0	1	-4	0
Later entries
SMILES	PME-1 primary	VLA-4 inh	Fam108B inh	Efflux pump inh	MEX-5 binding	MCL1-BIM inh	Bcl-xL primary	GLD-1 RNA inh	GRK2 inh
COc1ccc(Br)cc1CN1CCN(c2ncccn2)CC1	6	-10	0	0.1	0.0	-1	-7	0	0
CC1(C)OC(=O)C(=NNc2ccc(Br)cc2)C(=O)O1	1	-9	0	-0.5	-0.7	4	0	1	0
CCNc1ccc(S(=O)(=O)N(C)C)cc1NCC(=O)Nc1ccccc1Cl	-1	-15	-1	0.1	2.4	-3	1	-9	0
COCCCNC(=O)CNC(=O)c1nn(-c2ccc(OC)c(Cl)c2)c(=O)c2ccccc12	-5	-17	1	0.1	-2.0	0	3	-1	3
O=C1CCCN1CCCNc1ncnc2c1[nH]c1ccccc12	8	6	0	2.0	-0.3	-10	-1	6	0
COC(=O)C1(CC2CC(c3ccc(Cl)cc3)=NO2)CCN(C(=O)OC(C)(C)C)CC1 (stereo not drawn)	0	/	-7	/	1.8	3	0	2	/
CSc1nnc(-c2cccc(C)c2)n1N	-1	21	-1	0.0	0.8	-2	-1	4	2
COc1cc(/C=N/NC(=O)C(Cc2c[nH]c3ccccc23)NC(=O)OCC(C)C)cc([N+](=O)[O-])c1O (stereo not drawn)	25	0	9	0.5	-1.8	15	9	6	3
COc1ccc(C2=CC(=O)C[C@H](c3ccc4c(c3)OCO4)C2)cn1	1	-1	/	0.1	/	-11	-6	1	4
Cc1ccccc1NC(=O)CSC(=O)c1ccccc1	/	-6	/	-0.1	/	/	/	6	0
CCOC(=O)C1(Cc2ccc(OC)cc2)CCN(S(C)(=O)=O)CC1	-7	-8	-5	0.0	-2.0	1	0	-6	0
Cc1ccc(-c2nnc(SCC(=O)N/N=C/c3cccs3)n2-c2ccc(C)cc2)cc1	-13	3	2	0.1	-1.4	-5	-6	7	0
Cc1cc(OC(=O)c2ccc(F)cc2)c([N+](=O)[O-])c(=O)[nH]1	-4	-3	2	-0.3	0.3	-2	1	-6	19
CC(=O)Nc1sc2c(c1C#N)CCCC2	0	20	-2	0.3	0.3	2	5	5	2
O=C(COC(=O)c1ccc(NS(=O)(=O)c2cccs2)cc1O)Nc1nc2ccccc2s1	-19	2	-2	-0.1	-5.8	-8	-3	3	0
O=C(O)c1ccccc1NC(=O)c1ccccc1-c1ccccc1C(=O)O	3	9	5	0.0	2.3	5	1	-6	1
Cc1[nH]n(C2=NCCS2)c(=O)c1N=Nc1cccc(C(F)(F)F)c1	6	3	3	-0.1	-1.0	4	1	0	0
COc1cc(OC)cc(C(=O)N[C@H](C(=O)NCc2ccc(F)cc2)C(C)C)c1	0	4	6	2.3	-1.8	-32	-10	1	5
CCC(Sc1nc(C)cc(=O)[nH]1)C(=O)Nc1nc2c(s1)CCCC2 (stereo not drawn)	2	-2	1	0.4	-1.6	-3	2	-4	4
COc1ccc(CCNc2nc(-c3ccc(F)cc3)c(CC(=O)O)s2)cc1OC	-5	-52	-1	-0.2	1.0	-137	-78	-73	2
CSc1nnc(C(C)c2ncc(C(F)(F)F)cc2Cl)n1C (stereo not drawn)	-3	8	-3	0.0	-0.8	-1	4	8	2
Cc1ccc(-c2noc(C3CCN(C(=O)Nc4ccc(C#N)cc4)CC3)n2)o1	-5	0	-5	-3.4	-1.1	-5	-1	5	2
COc1ccc(C(=O)NN(c2ccccc2)c2ccccc2)cc1	-14	0	0	0.0	-1.2	0	-2	2	1
CCOC(=O)N1CCN(C(=O)c2noc(C(C)C)c2[N+](=O)[O-])CC1	-1	-31	-3	0.1	-1.6	8	1	4	1
Cc1ccc(C)c(CN2C(=O)C3CCCN3c3ccc(C#N)cc32)c1 (stereo not drawn)	-12	-3	0	0.1	3.2	-2	-1	-6	1
Next section
SMILES	PME-1 primary	VLA-4 inh	Fam108B inh	Efflux pump inh	MEX-5 binding	MCL1-BIM inh	Bcl-xL primary	GLD-1 RNA inh	GRK2 inh
Nc1cc(C(=O)OCC(=O)NNC(=O)c2cccs2)ccc1Cl	1	1	0	0.1	-2.0	0	-2	6	0
CCOC(=O)Nc1c(O)ccc2oc(C)c(-c3ccccc3)c12	5	4	1	0.0	-1.7	4	3	-4	0
COc1ccc(C(=O)/C=C/Nc2ccc([N+](=O)[O-])cc2C)c(OC)c1	2	0	-2	0.1	?	-253	-7	-7	3
Cc1ccccc1Sc1ccc(N)cn1	-1	-25	-1	-0.1	/	-11	-2	1	2
C=CCNc1nc(NCc2ccccc2)nc(OCC)n1	/	-5	/	0.0	2.6	/	/	/	1
OC(COC(c1ccccc1)c1ccccc1)CN1CCc2ccccc2C1 (stereo not drawn)	3	5	1	0.1	3.6	3	2	9	0
O=C(NCCCN1CCOCC1)c1c(F)c(F)c(F)c(F)c1F	-5	9	0	-0.1	-0.5	1	-3	3	0
C=CCn1c(SCc2cc(=O)n3cc(C)ccc3n2)nnc1-c1ccc(F)cc1	-3	-14	0	0.3	-0.8	-13	-4	-3	0
O=C1c2ccccc2C(=O)N1CCOc1cccc(Br)c1	6	10	-1	0.1	2.0	1	1	2	1
COc1ccc(C2(C(=O)NC3CCCCC3)CCOCC2)cc1OC	5	2	-1	0.0	-1.0	7	4	-1	0
O=C(CSCc1ccccc1)Nc1ccc(F)c(F)c1	-6	3	0	0.5	0.3	6	0	-2	0
COC(=O)c1nc(N)sc1C(C)C	-1	20	-6	-0.1	-4.2	5	4	-1	1
CCn1c(CCNC(=O)c2ccc(F)cc2)nc2ccccc21	4	12	2	0.0	1.9	0	-1	2	0
Cc1cccn2cc(CCNS(=O)(=O)c3ccc([N+](=O)[O-])cc3)nc12	-3	5	0	-0.1	-0.8	1	3	-2	2
Cc1nc(N2CCN(c3ccccc3F)CC2)[nH]c(=O)c1C	/	-14	/	-0.1	-0.7	/	/	/	2
CC1CCCCN1C(=O)CNCc1ccc(F)cc1 (stereo not drawn)	2	7	2	0.1	-1.1	-3	2	4	0
O=C(CSc1nc2ncccc2[nH]1)Nc1ccc2c(c1)OCCO2	-6	4	-4	-0.4	/	3	6	-1	0
COc1ccc(C(=O)N2CCCC2(C#N)c2ccccc2)cc1[N+](=O)[O-] (stereo not drawn)	-5	5	-1	0.3	2.2	-1	1	-3	5
COc1ccc(-c2ccc(C(=O)O)c(=O)[nH]2)cc1	-4	-8	0	0.0	-0.7	3	3	0	6
Cn1cnnc1SCC(=O)Nc1nc(-c2ccccc2)cs1	-1	2	1	0.1	2.3	1	-3	-4	0
COc1ccc(N2CCN(C(=O)c3ccc(-c4ccccc4)cc3)CC2)cc1	0	1	3	-0.2	-0.6	-9	-5	2	2
CNC(=O)c1cccc(NC(=O)CCCNC(=O)c2ccc(Cl)cc2)c1	0	12	3	0.2	0.4	-21	-4	-2	1
O=C1NC(=O)C2C1C(c1ccc([N+](=O)[O-])cc1)=NN2Cc1ccccc1 (stereo not drawn)	1	-4	-1	1.1*	-0.9	-51	-28	-11	0
CCC1CCCCN1C(=O)c1cc(COc2ccc(-n3cncn3)cc2)on1 (stereo not drawn)	2	0	3	1.2	-3.8	-1	3	2	0
Cc1ccccc1Cc1c(C)nc2c(C(=O)NCc3ccc4c(c3)OCO4)cnn2c1C	-4	-10	-3	0.5	-0.6	3	0	1	0
CCOc1cc(/C=N/NC(=O)C(O)(c2ccccc2)c2ccccc2)ccc1OC(=O)c1ccco1	-48	-2	-37	0.0	-0.2	-2	3	7	0
